Source: PubChem (Dana-Farber Cancer Institute and Novartis Institutes for BioMedical Research (Cambridge, Mass))
USP10 block: human USP10 deubiquitinase inhibition. purified USP10, Ub-rhodamine fluorescence, 60 min. Q14694. actives 1.1% (n = 47,000). inhibition, % at 20 µM
USP30 block: inhibitors of human USP30 deubiquitinase; Q70CQ3; purified USP30, Ub-rhodamine cleavage fluorescence; inhibition, % at 25 µM; actives 5.3% (n = 47,000); AID 1645860
Target sequence (Q70CQ3 whole entry, looked up): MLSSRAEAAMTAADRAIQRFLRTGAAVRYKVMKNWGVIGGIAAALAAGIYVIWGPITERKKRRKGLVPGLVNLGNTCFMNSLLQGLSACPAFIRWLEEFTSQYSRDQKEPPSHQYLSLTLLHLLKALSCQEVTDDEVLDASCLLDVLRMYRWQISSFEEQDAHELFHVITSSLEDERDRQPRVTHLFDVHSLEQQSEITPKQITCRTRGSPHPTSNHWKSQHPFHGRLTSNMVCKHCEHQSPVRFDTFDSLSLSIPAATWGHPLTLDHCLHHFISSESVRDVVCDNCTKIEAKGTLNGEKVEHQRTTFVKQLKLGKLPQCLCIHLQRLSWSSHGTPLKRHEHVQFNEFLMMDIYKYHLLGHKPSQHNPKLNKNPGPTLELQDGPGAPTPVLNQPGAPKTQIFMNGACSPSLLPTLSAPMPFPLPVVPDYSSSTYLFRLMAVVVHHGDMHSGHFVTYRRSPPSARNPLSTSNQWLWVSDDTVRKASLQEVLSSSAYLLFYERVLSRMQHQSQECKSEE
USP28 inh: inhibitors of human USP28 deubiquitinase; AID 1645857; purified USP28, Ub-rhodamine cleavage fluorescence, 30 min; actives 3% (n = 47,000); Q96RU2; inhibition, % at 25 µM
USP17 block: inhibitors of human USP17 deubiquitinase; A8MUK1; purified USP17, Ub-rhodamine cleavage fluorescence, 3 h; inhibition, % at 50 µM; actives 6.5% (n = 47,000); AID 1645855
USP7 block: blocks human USP7 ubiquitin-rhodamine cleavage; Q93009; purified USP7, Ub-rhodamine cleavage fluorescence; inhibition, % at 20 µM; actives 0.3% (n = 47,000)
OTUD3 block: inhibitors of human OTUD3 deubiquitinase; Q5T2D3; AID 1645858; inhibition, % at 25 µM; actives 0.7% (n = 47,000); purified OTUD3, Ub-rhodamine fluorescence, 2 h
USP8 inh: inhibitors of human USP8 deubiquitinase. purified USP8, Ub-rhodamine cleavage fluorescence, 30 min. inhibition, % at 20 µM. actives 4.2% (n = 47,000). AID 1645853
UCHL1 inh: human UCHL1 deubiquitinase inhibition | P09936 | purified UCHL1, Ub-rhodamine cleavage fluorescence | inhibition, % at 20 µM | actives 0.2% (n = 47,000) | AID 1645859
Target sequence (P09936 whole entry, looked up): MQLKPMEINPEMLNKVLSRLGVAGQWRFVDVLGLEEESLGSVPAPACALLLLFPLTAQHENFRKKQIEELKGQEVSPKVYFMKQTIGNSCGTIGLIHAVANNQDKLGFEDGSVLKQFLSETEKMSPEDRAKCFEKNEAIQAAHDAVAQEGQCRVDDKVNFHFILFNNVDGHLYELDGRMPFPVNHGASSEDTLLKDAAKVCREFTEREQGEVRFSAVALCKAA
* = called active by the depositor; i = inactive; · = no result given. Rule as the data show it: active = inhibition above about 30%; inactive = the rest. An unsorted share of the library; about 14% have a hit in one of these screens.

Every second line gives: USP8 inh	UCHL1 inh	USP10 block	USP7 block	USP28 inh	OTUD3 block	USP30 block	USP17 block
- C[C@@H]1CC[C@]2(C)CC[C@]3(C)C(=CCC4[C@@]5(C)CC[C@H](O)C(C)(C)C5CC[C@]43C)C2[C@H]1C (stereo partly drawn)
 : 0	2	1	4	-4	-4	0	0
- N#Cc1c(Cl)cccc1NCCCN1CCCCC1
 : -5	4	-2	8	-4	-6	-4	-2
- CCOC(=O)c1cnc2c(F)ccc(F)c2c1Sc1ccc(Cl)cc1
 : 3	-8	-6	14	6	-5	-6	6
- Cc1ccc(S(=O)(=O)N2CCCn3c(nc4ccccc43)C2)cc1
 : 0	1	2	-12	2	9	20	13
- COc1cccc(C(=O)Nc2ccc(-n3cnnn3)cc2)c1
 : 4	2	2	5	17	8	51*	32*
- Cc1ccc2c(c1)n(S(=O)(=O)c1ccc(F)cc1)c(=O)n2S(=O)(=O)c1ccc(F)cc1
 : 26	5	5	6	19	15	35*	33*
- O=C(CCc1ccccc1)Nc1nnc(-c2ccc(Br)cc2)s1
 : 20	3	6	10	3	27	22	·
- CCN1CCc2nc(NC(=O)COc3ccc(Nc4ccccc4)cc3)sc2C1
 : 79*	7	4	6	25	2	1	29
- CCOC(=O)c1cnn(-c2ccccc2)c1NC(=O)CSc1nnc(-c2cccs2)n1CC
 : -4	-2	0	-3	-5	3	-1	-1
- O=C(c1ccncn1)N1CCCC(c2ncc(Cc3cccc(Cl)c3)o2)C1 (stereo not drawn)
 : 12	4	1	-2	17	10	17	5
- CN(C)c1cccc(-c2nc(-c3cn(Cc4ccccc4)nn3)no2)c1
 : 4	7	6	4	12	0	15	10
- CC(C)(C)OC(=O)N1CCC[C@H]1C(=O)N1CCC(C(=O)N[C@@H](CC(N)=O)C(=O)O)(c2ccccc2)CC1
 : 17	0	0	3	11	9	32*	12
- CCOC(=O)c1cc2c(ccn2C)n1CC(=O)N1CCC(C)CC1
 : -57	-10	-8	-8	-224	-249	i	-170
- Cc1ccc(Nc2cc(N3CCN(C(=O)C(C)C)CC3)nc(C)n2)cc1
 : -25	5	1	4	16	15	18	4
- Cc1c(NC(=O)CC(=O)Nc2ccc3nc4n(c(=O)c3c2)CCCCC4)cccc1[N+](=O)[O-]
 : -8	-5	13	0	-26	-31	-69	-12

Part of the list above, limited to USP8 inh.
compound	USP8 inh
CCOC(=O)c1cc2c(ccn2C)n1CC(=O)N1CCC(C)CC1	-57
COc1cccc(C(=O)Nc2ccc(-n3cnnn3)cc2)c1	4
Cc1ccc(S(=O)(=O)N2CCCn3c(nc4ccccc43)C2)cc1	0
C[C@@H]1CC[C@]2(C)CC[C@]3(C)C(=CCC4[C@@]5(C)CC[C@H](O)C(C)(C)C5CC[C@]43C)C2[C@H]1C (stereo partly drawn)	0

Continuation:
Every second line gives: USP8 inh	UCHL1 inh	USP10 block	USP7 block	USP28 inh	OTUD3 block	USP30 block	USP17 block
- COc1cc(/C=C/C23NC(=O)CCN2c2ccccc2C3(C)C)ccc1OCc1ccccc1 (stereo not drawn)
 : -245	1	-7	4	-234	-183	i	-140
- CN(Cc1ccccc1)C(=O)c1cc(-c2ccccc2F)no1
 : 11	2	10	-10	23	12	0	-8
- COc1cccc(NC(=O)Cn2c(=O)n(CCCC(=O)NCc3ccco3)c(=O)c3ccccc32)c1
 : 4	1	5	-1	15	16	7	44*
- O=C(Nc1cccc(-c2nnco2)c1)NC1CCCCCC1
 : 1	1	-1	4	22	3	24	19
- CCOC(=O)c1c(-c2ccccc2)csc1NC(=O)c1cc(-c2ccco2)on1
 : -22	1	-4	6	-110	-77	-368	-16
- COc1ccc(CCNC(=O)CN(c2cc(C)cc(C)c2)S(=O)(=O)c2c(C)noc2C)cc1OC
 : -43	0	-1	-8	-10	-3	47*	0
- CC[C@H](C)[C@H](NC(=O)[C@H]([C@@H](C)CC)N(C)C(C)=O)C(=O)N[C@H](C(=O)N[C@@H](CC(C)C)C(=O)C1(C)CO1)[C@@H](C)O (stereo partly drawn)
 : 57*	25	9	-145	43*	31*	22	43*
- CCOCCc1nnc(NC(=O)C(=O)c2c[nH]c3ccccc23)s1
 : -30	3	-1	3	11	0	-8	-1
- O=C(c1cnc2n1CC(c1cccc(C(F)(F)F)c1)CC2)N1CCNCC1 (stereo not drawn)
 : -1	0	0	-2	4	7	30*	-39
- COc1ccccc1N(C)S(=O)(=O)c1ccc(C(=O)Nc2cccc(-n3cnnn3)c2C)cc1
 : 15	4	0	5	23	3	28	35*
- CCN1[C@H]2CCN(C(=O)Nc3ccccc3)CC[C@@H]2Oc2ccccc2S1(=O)=O
 : -2	-7	0	-5	-11	0	-5	-8
- COCCN1C[C@@]23CN(C(=O)c4cc(C)on4)C[C@@H](C[C@@H]2S1(=O)=O)O3
 : -24	0	2	0	0	3	6	-10
- Cc1cc(F)ccc1NC(=O)c1cnc2sc3c(n2c1=O)CCCC3
 : 6	1	0	3	8	9	13	10
- CCC1=C(c2ccc(C)cc2)S(=O)(=O)NC1=NCC(=O)NCc1ccccc1F
 : -2	0	9	4	13	10	27	60*
- Cc1cccc(CNc2cc(-n3ccnc3)ncn2)c1
 : 11	3	1	1	28	5	3	9
- Cn1nccc1C(=O)N1CC[C@](O)(c2ccccc2)[C@H](N2CCCC2)C1
 : -69	-38	-3	-33	-170	-136	i	-162
- Cc1nc(SCC(=O)Nc2ccc(Cl)cc2)c2sc3nc4c(cc3c2n1)COC(C)(C)C4
 : 1	3	0	·	0	-9	-27	-2
- O=S(=O)(Cc1nc(-c2ccc3c(c2)OCO3)no1)c1ccc(F)cc1
 : -26	-7	-4	-6	-41	-40	-208	-70
- C=C1C[C@@]23CCC4[C@@](C)(CCC[C@@]4(C)C(=O)O[C@@H]4O[C@H](CO)[C@@H](O)[C@H](O)[C@H]4O)C2CC[C@]1(O[C@@H]1O[C@H](CO)[C@@H](O)[C@H](O[C@@H]2O[C@H](CO)[C@@H](O)[C@H](O)[C@H]2O)[C@H]1O[C@@H]1O[C@H](CO)[C@@H](O)[C@H](O)[C@H]1O)C3 (stereo partly drawn)
 : 0	1	-3	-8	-3	-4	8	-29
- CCOc1ccccc1-c1nc(-c2cn(Cc3ccc(F)cc3)nn2)no1
 : 0	3	9	1	-1	9	58*	64*
- O=C(NC1CC1)N1CCC2(CC1)CN(c1cccnc1)c1ccccc12
 : -112	1	-3	2	5	7	-1	-19
- O=C(c1ccccc1)c1ccc(NCC2COc3ccccc3O2)c([N+](=O)[O-])c1 (stereo not drawn)
 : -17	1	-8	-61	-5	-10	-43	-33
- Cc1ccc(C(=O)Nc2ccc(Cl)cn2)c(C)c1
 : -111	3	2	2	7	13	15	12
- CC(C)Oc1ccccc1-c1cc(C(=O)NC2CCCc3ccccc32)c2ccccc2n1 (stereo not drawn)
 : 0	7	3	14	3	3	11	-6
- Nc1nccnc1CC1CCCN(C(=O)c2ccc3nc[nH]c3c2)C1 (stereo not drawn)
 : -14	-3	-4	-2	-16	-25	-26	-16
- COc1ccc(CNCc2c(C(=O)O)n(Cc3ccccc3C)c3cc(C)ccc23)cc1
 : -7	-3	5	0	-1	-4	14	7
- Cc1ccc(NC(=O)N2CCCC2c2cc(C(C)C)no2)cc1F (stereo not drawn)
 : -2	-2	1	-7	-11	-8	-8	·
- Cc1cc(SCC(=O)c2ccccc2)n2nc(C)nc2n1
 : -26	-8	-5	-6	-22	-32	-81	-38
- COc1cccc(C(C)NC(=O)c2snc(-c3ccncc3)c2N)c1 (stereo not drawn)
 : -240	-4	-1	-2	-9	-11	-19	-66
- CCc1ocnc1C(=O)N1CCCC1c1noc(C2CC2)n1 (stereo not drawn)
 : -16	-2	-4	-1	-17	-10	-42	-22
- Cc1cc(C)n2nc(C(=O)Nc3ccccc3Oc3ccccc3)nc2n1
 : -10	3	-2	8	9	1	22	2
- CCOC(=O)C1=C(CN2CCN(c3ccccc3OC)CC2)NC(=O)NC1c1cccc(OC)c1OC (stereo not drawn)
 : -7	-3	1	2	-10	2	-9	-11
- CC(C)c1cc(C2CCCN2C(=O)c2cc(C3CCCCC3)no2)on1 (stereo not drawn)
 : -15	-1	1	-8	-6	0	0	-5
- O=C(O)c1nnn(-c2cccc(F)c2)c1C1CC1
 : 16	2	0	5	7	4	12	5
- CCN(CC)C(=O)c1ncn2c1CN(CC1CC1)S(=O)(=O)c1ccccc1-2
 : -57	0	1	-2	5	4	13	-11
- O=C(NC1CCN(c2cc(-c3ccc(Cl)cc3)[nH]n2)CC1)c1ccncc1
 : 0	4	-1	0	0	4	5	-19
- CN1CC2CN(C(=O)c3ccc(F)cc3)CCN2Cc2ccccc21 (stereo not drawn)
 : -256	-160	-1	-137	-261	-185	i	-155
- CC(=O)c1cccc(NC(=O)c2cccnc2-c2nc3ccccc3s2)c1
 : -16	-4	0	-16	-14	-7	7	0
- Cc1noc(C)c1COc1cccc(C(=O)Nc2ccc(OC(F)(F)F)cc2)c1
 : 9	8	10	13	9	-1	2	5
- Cc1cc(-c2ccc(C)c(S(=O)(=O)N3CCC4(CC3)OCCO4)c2)on1
 : -2	1	1	-1	0	1	8	-3
- CNc1nc(NCC(C)C)nc(-n2cnc(SCCOc3ccccc3)n2)n1
 : 4	7	10	2	13	5	20	10
- CC(=O)N[C@H]1CCO[C@@H](c2cccc(NC(=O)c3ccc4ncccc4c3)c2)C1
 : 24	4	2	2	12	11	20	7
- COc1cccc(NC(=O)c2nc3c(s2)CCNCC3)c1
 : -14	0	-5	6	18	12	18	8
- Cc1ccc(NC(=O)Nc2nnc(CC(=O)N3CCCCC3)s2)cc1C
 : 6	2	4	2	9	11	12	3
- Cc1ccc(-c2nc(C(=O)N3CCC(C(=O)O)CC3)cs2)cc1
 : 6	-3	-1	1	0	1	0	1

The closing 3 records of the part before open the next one.
Every second line gives: USP8 inh	UCHL1 inh	USP10 block	USP7 block	USP28 inh	OTUD3 block	USP30 block	USP17 block
- COc1cccc(NC(=O)c2nc3c(s2)CCNCC3)c1
 : -14	0	-5	6	18	12	18	8
- Cc1ccc(NC(=O)Nc2nnc(CC(=O)N3CCCCC3)s2)cc1C
 : 6	2	4	2	9	11	12	3
- Cc1ccc(-c2nc(C(=O)N3CCC(C(=O)O)CC3)cs2)cc1
 : 6	-3	-1	1	0	1	0	1
- CN1CC(=O)N(C2CCCNCC2)Cc2c1ncnc2N1CCCCC1 (stereo not drawn)
 : -54	0	-11	-2	-18	-16	-78	-23
- O=C(NCc1ccccc1F)C1CCN(c2cnc3nccnc3c2)CC1
 : -100	-31	-5	-31	-100	-70	-277	-97
- Cc1c(CNCC(C)c2ccccc2)c(C(=O)O)c(C)n1-c1ccccc1 (stereo not drawn)
 : 14	0	-3	1	0	-5	-18	-4
- Cc1nc(CNC(=O)C(C)Oc2ccccc2Cl)cs1 (stereo not drawn)
 : 0	0	-2	2	-6	8	10	-1
- N#Cc1ccc(NC(=O)COc2ccc(-n3cnnn3)cc2)cc1
 : 7	4	6	8	21	8	37*	49*
- O=C(Nc1cnc(N2CCCC2)nc1)c1ccc(F)cc1
 : 6	-1	-4	0	10	4	0	0
- O=C(NCc1c(-c2ccc(F)cc2)nc2n1CCS2)c1cccnc1
 : 0	0	4	-4	-2	-4	-1	-9
- O=C(Cn1cnc2sccc2c1=O)N1CCc2ccccc21
 : -18	-7	-4	-2	19	0	-26	27
- Cc1cccc(NC(=O)CN(Cc2ccccc2)S(=O)(=O)c2ccccc2F)c1
 : 10	6	13	12	3	7	13	9
- Cc1cc(C)n(-c2ncnc3sc(-c4ccccc4)cc23)n1
 : 21	0	0	5	9	9	20	26
- COC(=O)c1ccc(NC(=O)C[n+]2cc(-c3ccc(Cl)cc3)n3c2CCC3)cc1
 : 0	-3	-1	-4	6	2	21	-15
- CC1CCN(CC2CCN(C(=O)Nc3ccc4c(c3)OCO4)CC2)CC1
 : 12	4	-2	4	6	4	-2	11
- Cc1ccc(CNC(=O)c2c(C)oc3nc[nH]c(=O)c23)cc1
 : 0	-8	-7	-7	-14	-12	-162	-4
- O=S1(=O)CCN(Cc2cccnc2)c2c(Oc3ccccc3F)nc(F)c(Cl)c21
 : 15	4	-1	-132	2	-7	12	13
- Cc1csc(-c2cc(C3CCN(C(C)C)CC3)nc(C)n2)n1
 : 16	0	-1	4	6	10	10	13
- Cc1ccc(C(=O)Nc2ccc3c(c2)NC(=O)C(C)O3)cc1NC(=O)c1ccco1 (stereo not drawn)
 : 4	1	0	-1	3	-6	-7	-1
- COc1ccc(NC(=O)Cn2cc(C(=O)c3ccc(F)cc3)c(=O)c3cc(C)ccc32)cc1
 : 23	8	41*	16	14	6	32*	75*
- O=C(O)COc1cc(O)c2c(=O)cc(-c3ccccc3)oc2c1
 : 5	0	3	-6	-1	0	12	26
- COc1cc(NC(=O)c2ccc(Cl)cc2)c(C(=O)O)cc1OC
 : 10	3	4	6	-6	0	-32	-10
